Screens (PubChem)
GlmU inhibition – inhibition of mycobacterial GlmU enzyme – biochemical, glucosamine-1-phosphate acetyltransferase (AID 1376); 220,000 compounds, 0.25% hits; M. tuberculosis GlmU acetyltransferase enzyme assay; higher % means a stronger effect; inhibition, %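 (tested at 30 µM in the primary screen)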, or IC50 in µM where a hit was titrated; Bifunctional protein GlmU (Mycobacterium tuberculosis (strain ATCC 25618 / H37Rv)); in the data active = inhibition above about 13%;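 also: 0% = complete reaction with vehicle and 100% = reaction without substrate; strong numbers were not always called active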
RmlCD inh 1536 – M. tuberculosis RmlC/RmlD coupled enzyme inhibitors, primary screen, biochemical, compound mixtures, 384-well, from 1536-well plates | inhibition, % at 3.6 µM | RmlC+RmlD coupled enzyme assay, percent inhibition; primary screen in compound mixtures | 160,000 compounds, 0.03% hits; in the data active = inhibition mostly above about 34%, no sharp cut-off; also: some results filed as inactive read as strong as hits
Target sequence (P9WH09 whole entry, looked up): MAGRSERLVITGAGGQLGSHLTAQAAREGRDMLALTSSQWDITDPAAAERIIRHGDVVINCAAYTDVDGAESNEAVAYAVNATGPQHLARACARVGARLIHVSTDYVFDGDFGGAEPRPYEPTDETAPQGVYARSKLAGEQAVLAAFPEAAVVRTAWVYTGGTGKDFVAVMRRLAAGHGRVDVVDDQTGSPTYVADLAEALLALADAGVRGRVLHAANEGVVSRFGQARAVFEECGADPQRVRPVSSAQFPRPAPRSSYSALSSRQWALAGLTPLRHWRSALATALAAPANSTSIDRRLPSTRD
Target sequence (P9WH11 whole entry, looked up): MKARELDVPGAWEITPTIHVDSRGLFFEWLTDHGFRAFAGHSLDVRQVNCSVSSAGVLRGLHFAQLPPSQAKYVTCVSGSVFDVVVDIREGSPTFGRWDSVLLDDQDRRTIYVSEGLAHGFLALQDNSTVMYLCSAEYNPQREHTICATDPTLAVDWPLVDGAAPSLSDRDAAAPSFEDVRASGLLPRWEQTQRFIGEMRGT
* = called active by the depositor; . = no result given; & = joins results of further samples. Only part of the results is shown; rates above refer to the full screens.

Start of the listing, in advance:
SMILES	GlmU inhibition	RmlCD inh 1536
CC(=NCc1ccc2c(c1)OCO2)c1c(O)[nH]c(=O)[nH]c1=O	2.0%	.
CCOc1ccc(NC(=O)CC2CC(C)(C)OC2=O)cc1 (stereo unspecified)	1.9%	20
CC(=O)Nc1cccc(N2C(=O)CC(N3CCC(C(=O)N4CCCCC4)CC3)C2=O)c1 (stereo unspecified)	4.8%	.
COCCCNC(=O)Cn1cc2c(n1)CCC(C)C2 (stereo unspecified)	2.0%	8

The whole of this part, repeating the preview:
SMILES	GlmU inhibition	RmlCD inh 1536
CC(=NCc1ccc2c(c1)OCO2)c1c(O)[nH]c(=O)[nH]c1=O	2.0%	.
CCOc1ccc(NC(=O)CC2CC(C)(C)OC2=O)cc1 (stereo unspecified)	1.9%	20
CC(=O)Nc1cccc(N2C(=O)CC(N3CCC(C(=O)N4CCCCC4)CC3)C2=O)c1 (stereo unspecified)	4.8%	.
COCCCNC(=O)Cn1cc2c(n1)CCC(C)C2 (stereo unspecified)	2.0%	8
CN1CCN(C(c2cc3cc4c(cc3[nH]c2=O)OCCO4)c2nnnn2C2CCCC2)CC1 (stereo unspecified)	-3.6%	10
O=C(Nc1nc2c(s1)CCCC2)c1cccc(S(=O)(=O)N2CCCc3ccccc32)c1	-4.0%	1
CCN1C(=O)C(O)(CC(=O)c2ccc(-n3cccc3)cc2)c2ccccc21 (stereo unspecified)	3.8%	0
CCC(C)C(=O)OCC1(c2ccc(C)cc2OC(=O)C(C)C)CO1 (stereo unspecified)	-1.7%	.
FC(F)(F)Oc1ccc(Nc2nc3ccccc3o2)cc1	.	-10
CCOC(=O)/C(=N/Nc1ccc(Cl)cc1)Sc1nnnn1-c1ccc(C)cc1	1.2%	.
CCOc1cc(NC(=S)NCC2CCCO2)c(OCC)cc1NC(=O)c1ccc(C)cc1 (stereo unspecified)	0.0%	-17
Cn1c(CCc2ccccc2)n[nH]c1=S	-3.9%	3
CCCCn1c(N)c(C(=O)NCCN2CCOCC2)c2nc3ccccc3nc21	-3.5%	4
S=c1[nH]nc(CN2CCCC2)n1Cc1ccccc1	3.2%	9
COc1cc(C)c(C(C)C)cc1S(=O)(=O)N1CCN(C)CC1	1.3%	10
COc1ccc(OC)c(C2=NOC(C(=O)Nc3cccc(C(C)=O)c3)C2)c1 (stereo unspecified)	-0.4%	12
O=C1C2CC=CCC2C(=O)N1CC1CCCO1 (stereo unspecified)	2.9%	0
Cc1nnc(SCC(=O)NC(=O)NC2CCCC2)n1N	-3.2%	.
O=C(NC1CC1)c1ccc2snnc2c1	-0.8%	27
Cn1c2ccc(F)cc2c2ncn(Cc3ccccn3)c(=O)c21	-5.0%	7
Cc1c(C(=O)c2cccc([N+](=O)[O-])c2)c2ccccn2c1CCC#N	2.8%	1
COC(=O)c1ccc(N2CCN(S(=O)(=O)c3ccccc3)CC2)c([N+](=O)[O-])c1	-5.3%	.
O=C(CCl)Nc1cc(-c2ccccc2)nn1-c1ccccc1	0.5%	-11
CCOC(=O)N1CCN(S(=O)(=O)c2ccc(Br)s2)CC1	3.8%	48
CCOC(=O)C1CCN(C(=O)CSc2cc(=O)n(C)c3ccccc23)CC1	4.8%	3

An excerpt from above in order of length of the SMILES, ascending:
SMILES	GlmU inhibition	RmlCD inh 1536
O=C(NC1CC1)c1ccc2snnc2c1	-0.8%	27
Cn1c(CCc2ccccc2)n[nH]c1=S	-3.9%	3
CCOC(=O)N1CCN(S(=O)(=O)c2ccc(Br)s2)CC1	3.8%	48
COc1ccc(OC)c(C2=NOC(C(=O)Nc3cccc(C(C)=O)c3)C2)c1 (stereo unspecified)	-0.4%	12

(further entries)
SMILES	GlmU inhibition	RmlCD inh 1536
COc1ccc(C(C)=O)cc1COc1ccccc1[N+](=O)[O-]	6.4%	8
C=C(C)CN(CC)C(=O)CSc1nc2ncc(Cl)cc2[nH]1	.	2
Cc1nnc(NC(=O)C2CCN(c3cnccn3)CC2)s1	0.0%	12
O=C(NCC1CCCCC1)c1cc(S(=O)(=O)N2CCCCC2)ccc1N1CCOCC1	2.9%	-6
COc1cccc(-c2ccc(-c3noc(-c4ccccc4F)n3)c(OC)n2)c1	5.6%	8
Oc1c(Cl)cc(Cl)cc1CNn1cnnc1	2.2%	2
COC(=O)c1cccc(S(=O)(=O)N2CCC(NC(=O)NC34CC5CC(CC(C5)C3)C4)CC2)c1	-0.9%	-13
COc1cc(Cl)c(C)cc1NC(=O)c1cccc(OC)c1OC	-2.2%	2
COP(=O)(NS(=O)(=O)c1ccccc1)OC	2.7%	0
COc1ccc(C(=O)CC2(CC(=O)c3ccc(OC)cc3)C(=O)N(C)C(=O)N(C)C2=O)cc1	0.9%	.
COc1ccc(OC)c(NC(=O)C(=O)NNC(=O)c2cccs2)c1	2.0%	7
O=C(Nc1ccccc1)C1=C[C@H](c2ccc(C(F)(F)F)cc2)C[C@H](OCc2ccc(CO)cc2)O1	-1.3%	.
O=C(CCC(=O)c1ccc(F)cc1)Nc1ccccc1Cl	-4.3%	7
CC(N=C1NS(=O)(=O)c2ccccc21)C(=O)N1CCc2ccccc2C1 (stereo unspecified)	0.3%	-16
CCCNS(=O)(=O)c1ccc(NC(=O)Cc2cccs2)cc1	3.0%	.
COc1ccccc1C1CC(=O)n2c(nc(-c3ccccc3)c2-c2ccccc2)S1 (stereo unspecified)	-0.4%	4
Cc1nc(-c2cccc(S(=O)(=O)N3CCC(C)CC3)c2)cs1	-3.3%	14
Oc1ccc2ccccc2c1CN1CCN(c2ccccc2)CC1	-2.7%	6
Cc1ccc(CCNC(=O)C2CCCN(C(=O)N(C)C)C2)cc1 (stereo unspecified)	2.7%	.
CC(=O)n1nc(-c2ccccc2)nc1NCc1ccc(N(C)C)cc1	-2.5%	-5
CC(C)(C)C(=O)Nc1ccc2c(c1)-c1cc(NC(=O)C(C)(C)C)ccc1C2	-1.7%	.
O=C1c2ccccc2-c2onc3c(Oc4ccccc4)cc(O)c1c23	.	-5
COC(=O)CCSCC(=O)N1N=C(c2ccc(Br)cc2)CC1c1cccc(OC)c1OC (stereo unspecified)	2.4%	-10
COC(=O)C(C)(C)ONC(=O)Nc1ccccc1Cl	-5.4%	-7
C=CCN(CC=C)C(=O)Cc1ccc(F)cc1	-0.4%	.

Whole records, quoted from the list.
Results for `COP(=O)(NS(=O)(=O)c1ccccc1)OC` : GlmU inhibition = 2.7%; RmlCD inh 1536 = 0
Results for `COc1cc(C)c(C(C)C)cc1S(=O)(=O)N1CCN(C)CC1` : GlmU inhibition = 1.3%; RmlCD inh 1536 = 10

(continued)
SMILES	GlmU inhibition	RmlCD inh 1536
CCOC(=O)c1c(-c2ccc(F)cc2)csc1NC(=O)CCN1C(=O)c2ccccc2C1=O	-4.8%	7
Cn1nc(C(=O)NCc2ccccn2)c2ccccc2c1=O	5.8%	30
O=[N+]([O-])c1cccc(Cl)c1N1CCOCC1	3.6%	4
NNC(=O)c1nn(-c2ccccc2)cc1O	4.8%	19
Nc1nnnn1N=C1CCCCC1	-0.6%	.
CCn1cnc2sc(C(=O)N3CCN(c4ccc(OC)cc4)CC3)c(C)c2c1=O	3.0%	.
CC(=O)/C=C(/C)NC(Cc1c[nH]c2ccccc12)C(=O)O (stereo unspecified)	0.9%&1.4%	6
O=C(O)c1ccccc1-c1ccccc1C(=O)Nc1ccc(-c2nc3cc(Cl)ccc3o2)cc1	0.6%	13
CCOCCCNC(=O)Cc1ccc(F)cc1	-2.5%	-6
CCCNC(=O)COC(=O)/C(C#N)=C/c1cc(C)n(CCC)c1C	-3.0%	.
Cc1cc(C2=NNC(=NCCc3ccccc3)SC2)c(C)n1-c1c(C)n(C)n(-c2ccccc2)c1=O	-2.3%	-3
COc1ccc(-c2nnn(CC(=O)c3ccccc3)n2)cc1OC	1.6%	.
CSc1ccccc1C(=O)Nc1cccc(C(C)O)c1 (stereo unspecified)	8.9%	.
CCOC(=O)C(=O)N=Nc1c(O)n(C)c2ccccc12	0.1%	.
Cc1cccc(C)c1NC(=S)N(Cc1cccnc1)Cc1ccccc1Cl	2.3%	-13
CC(C)CCNC(=O)CCSCCC(=O)NCCC(C)C	-3.2%	10
O=C(c1ccc(C(F)(F)F)cc1)C1CCCN(Cc2ccncc2)C1 (stereo unspecified)	-5.0%	-9
COc1cccc2sc(NC(=O)c3ccc(Br)s3)nc12	2.3%	.
COc1ccc2oc(=O)c(C(=O)NCC3CCCO3)cc2c1 (stereo unspecified)	2.5%	-14
Cc1ccc(-c2noc(N=O)c2NO)cc1	-1.6%	.
COc1cccc(C(=O)CSc2nnc(-c3ccco3)n2CC2CCCO2)c1 (stereo unspecified)	2.4%	.
CN(C)c1ccc(C2Nc3ccccc3C(=O)N2CCN2CCNC2=O)cc1 (stereo unspecified)	-0.2%	7
CC(C)C1=CC(=NS(=O)(=O)c2cccc([N+](=O)[O-])c2)C=C(C(C)C)C1=O	-0.3%	-6
CCCCNc1c(C(=O)OCC)c(=O)[nH]c2ccccc12	1.8%	.
COc1ccc2nc(NC(=O)c3cccc(-c4cc5ccccc5oc4=O)c3)sc2c1	-3.2%	1

Given with each value named: 2 of the compounds above
CSc1ccccc1C(=O)Nc1cccc(C(C)O)c1 (stereo unspecified)
  GlmU inhibition: 8.9%	RmlCD inh 1536: .

CCOCCCNC(=O)Cc1ccc(F)cc1
  GlmU inhibition: -2.5%	RmlCD inh 1536: -6

The results go on.
SMILES	GlmU inhibition	RmlCD inh 1536
Cc1ccc(CNC(=O)COC(=O)[C@@H]2CC(O)CN2S(=O)(=O)c2ccc3c(c2)OCCO3)cc1 (stereo partly specified)	8.2%	-3
CC(=O)Nc1ccc(OCc2ccc(S(=O)(=O)Cc3ccccc3)cc2)cc1	0.8%	16
Cc1csc2c(N(C)CCO)ncnc12	-2.5%	-5
CCOC(=O)N1CCC(NC(=O)C2CCCN2C(=O)OCc2ccccc2)CC1 (stereo unspecified)	-2.0%	.
O=C(CSc1nc2ccccc2[nH]1)N1CCN(c2ccccc2)CC1	8.6%	57
CC1=C(C(=O)OCC2CCCO2)C(c2ccncc2)C2=C(CCCC2=O)N1 (stereo unspecified)	.	6
CC1CCCCN1S(=O)(=O)c1ccc(C(=O)Nc2nnc(-c3ccncc3)o2)cc1 (stereo unspecified)	2.5%	5
Cc1ncsc1CCOC(=O)C12CC3CC(CC(C3)C1)C2	1.8%	.
O=C(NCc1ccco1)c1ccc(COCC(F)(F)F)cc1	-1.6%	-4
CCn1c(=O)cc(OCC(=O)Nc2ccccc2C#N)c2ccccc21	0.5%	8
CCOc1ccc(CN2CCNC(=O)C2CC(=O)NCCc2ccccn2)cc1 (stereo unspecified)	-0.3%	.
CCCCCCC#Cc1cncc(C(=O)NNC(=O)Nc2cc(Cl)cc(Cl)c2)c1	-0.1%	4
CC(O)CNc1nc2c(c(=O)n(C)c(=O)n2C)n1Cc1cccc(Br)c1 (stereo unspecified)	-0.7%	9
CNC(=O)CN(C1CCCCC1)S(=O)(=O)c1ccc(OC)c(Cl)c1	-3.5%	-9
C=CCn1c(=O)c2ccccc2n2c(SCc3nc(N)nc(Nc4ccccc4C)n3)nnc12	-2.9%	-2
Cc1cccc(C(=O)Nc2ccccc2-c2nnn(CC(=O)Nc3ccc4c(c3)OCCO4)n2)c1	2.7%	.
Cc1cc(C)c2c3c(sc2n1)C(=O)N(Cc1ccccc1)CC(=O)N3	2.5%	-4
COc1cc(/C=N/NC(=O)C(=O)NCc2ccco2)ccc1O	-7.2%	-8
C=C1CC(C(=O)N/N=C/c2ccccc2)C1	-2.8%	.
S=C1NC(C23CC4CC(CC(C4)C2)C3)=CC(c2ccc3c(c2)OCO3)N1 (stereo unspecified)	-3.0%	4
O=C1CC(c2ccccc2)CC(=O)C1=CN1CCCC1 (stereo unspecified)	-3.0%	-2
Cc1cc(C(F)F)nn1CC(=O)NCc1ccccc1F	-0.3%	.
O=C(Cn1cnc2ccccc21)Nc1cc(C(F)(F)F)ccc1N1CCOCC1	1.8%	7
O=C(Nc1ccc2c(c1)OCO2)C1Cc2ccccc2CN1S(=O)(=O)c1cccs1 (stereo unspecified)	2.7%	-1
O=C(CCCCn1c(=O)c2ccccc2n(CC(=O)Nc2ccc(F)cc2)c1=O)NCc1ccco1	-3.5%	-2

The list goes on:
SMILES	GlmU inhibition	RmlCD inh 1536
Cc1cc(C)c(/C=N/n2c(C)cc(C)c(C#N)c2=O)c(C)c1	-9.0%	-4
Cc1oc(S(=O)(=O)N(C)C)cc1C(=O)Nc1ccc(F)cc1	0.4%	-6
CN(C)S(=O)(=O)c1cccc(NC(=O)CN2C(=O)NC(Cc3c[nH]c4ccccc34)C2=O)c1 (stereo unspecified)	3.0%	-8
CC(C)c1ccc(NC(=O)C(c2ccccc2)N(Cc2ccco2)C(=O)CC2NC(=O)NC2=O)cc1 (stereo unspecified)	-2.5%	-12
CCN(C(=O)CSc1nnc(-c2c[nH]c3ccccc23)o1)C1CCS(=O)(=O)C1 (stereo unspecified)	1.6%	3
CNC(=O)c1ccsc1NC(=O)c1ccc(S(=O)(=O)N2CCc3ccccc32)cc1	-6.0%	.
Cc1cc(NC(=O)CSc2nnc(-c3cccs3)n2N)no1	3.1%	24
CCn1c2ccccc2c2cc(NC(=O)c3ccco3)ccc21	3.6%	-11
O=C(CN1CCCC1=O)NC1(C(F)(F)F)NC(=O)N(Cc2ccccc2)C1=O (stereo unspecified)	-5.3%	2
